Screening results as filed in PubChem BioAssay.
bIAP act: bovine intestinal alkaline phosphatase activators, primary screen, biochemical, bovine IAP, CDP-star luminescence. alkaline phosphatase, intestinal [Bos taurus]. purified bovine IAP, 30 min; active compounds read high; fold of DMSO-control signal, blank-subtracted. activation factor at 20 µM. 0.17% of 200,000 active. AID 1016, 2008;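 active means activation factor of 2 or more at 20 µM, a signal rise over negative controls twice the positive control's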
APP transl inh: inhibitors of APP translation via 5'UTR reporter, primary screen, APP 5'UTR luciferase, SH-SY5Y cells | SH-SY5Y APP 5'UTR-luciferase reporter, luminescence | inhibition, % at 2 µM | 0.82% of 190,000 active;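 active means inhibition above a set limit, derived from the sample mean plus 3 SD, cut at about 45% in these data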; further: values of inactives mirror those of a sister screen read the other way
bIAP inh: bovine intestinal alkaline phosphatase inhibitors, primary screen, selectivity assay for TNAP inhibitor project, biochemical, bovine IAP, CDP-star luminescence; alkaline phosphatase, intestinal [Bos taurus]; inhibition, % at 20 µM; purified bovine IAP, 30 min; 190,000 tested, under 10 active;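 active means over 50% inhibition of intestinal alkaline phosphatase at 20 µM in the single-dose screen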
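Assay system – bovine IAP enzyme · Quantity – bovine IAP at 1/65,000,000 final dilution · Detection – CDP-star luminescence signal · Times – 30 min reaction at room temperature · Also added – CDP-star substrate at 30 µM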
FLuc inhib CS: firefly luciferase enzyme inhibitors, primary screen, artefact control for luciferase-based inhibitor screens, biochemical, luminescence, ATPLite | Luciferin 4-monooxygenase (Photinus pyralis), P08659 | 10 min | inhibition, % at 10 µM | 1.5% of 200,000 active | AID 1006, 2008;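 active means inhibition above about 50% when tested at 10 µM, limit read from the data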
Target sequence (P08659 whole entry, looked up): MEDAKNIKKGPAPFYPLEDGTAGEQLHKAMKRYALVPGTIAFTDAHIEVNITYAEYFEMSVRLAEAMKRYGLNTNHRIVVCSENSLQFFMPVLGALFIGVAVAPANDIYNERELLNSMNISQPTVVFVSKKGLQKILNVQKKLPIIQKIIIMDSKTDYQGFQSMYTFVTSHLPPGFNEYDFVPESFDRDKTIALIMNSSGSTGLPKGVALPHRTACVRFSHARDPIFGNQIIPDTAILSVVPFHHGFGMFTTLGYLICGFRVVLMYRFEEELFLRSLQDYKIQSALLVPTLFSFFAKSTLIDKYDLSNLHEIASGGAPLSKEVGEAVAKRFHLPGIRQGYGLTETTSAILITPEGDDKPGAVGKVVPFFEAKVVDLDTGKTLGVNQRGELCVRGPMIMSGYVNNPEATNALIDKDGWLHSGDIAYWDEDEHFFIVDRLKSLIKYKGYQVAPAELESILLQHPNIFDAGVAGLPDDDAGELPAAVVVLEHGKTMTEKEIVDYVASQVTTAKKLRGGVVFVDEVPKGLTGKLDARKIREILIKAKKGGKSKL
RAM inhibit: inhibitors of the yeast RAM network, primary screen, dse1pr::URA3 reporter, 5-FOA selection. inhibition, % at 50 µM. S. cerevisiae dse1pr::URA3 reporter, 5-FOA growth OD615, 2 d; analog-sensitive cbk1-as2 kinase mutant strain. 1.8% of 190,000 active;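 active means inhibition above a set limit, 3 SD over mean compound inhibition, cut at about 8.4% in these data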;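 further: 0% = DMSO-only wells with no growth and 100% = 10 µM 1-NA-PP1 full growth; inhibition rescues growth on 5-FOA so higher OD means more RAM inhibition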
FLuc stim CS: FLuc activators, initial screening, artefact control for FLuc-dependent activation tests, biochemical, ATPlite luminescence. Luciferin 4-monooxygenase (Photinus pyralis), P08659. ATPlite luciferase biochemical, 10 min; 0 = ATP-free wells, 1 = DMSO control. activation factor at 10 µM. 200,000 tested, under 10 active;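 active means luciferase activation factor, scaled between plate controls, of at least 2 with compound at 10 µM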
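Assay system – cell-free luciferase reagent · Medium – PBS-based ATP solution · Dosing – test compounds dosed from 2 mM stocks in 100% DMSO · Timing – 10 min, room temperature · Technique – light output (luminescence) · Measure – luminescence gain marking luciferase activators · Controls – No-ATP low control, compound-free enzyme-plus-ATP high control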
TNAP act hi DEA: TNAP activators at high phosphate acceptor level, primary screen, biochemical, luminescence, uHTS; 200,000 tested, under 10 active; Alkaline phosphatase, tissue-nonspecific isozyme (Homo sapiens), P05186; activation factor at 20 µM; purified TNAP, CDP-star luminescence, 1 M DEA, 30 min; active compounds read high; 0 = EDTA background, 1 = DMSO-only activity; AID 1136, 2008;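 active means activation factor at least 2 at 20 µM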
Target sequence (P05186 whole entry, looked up): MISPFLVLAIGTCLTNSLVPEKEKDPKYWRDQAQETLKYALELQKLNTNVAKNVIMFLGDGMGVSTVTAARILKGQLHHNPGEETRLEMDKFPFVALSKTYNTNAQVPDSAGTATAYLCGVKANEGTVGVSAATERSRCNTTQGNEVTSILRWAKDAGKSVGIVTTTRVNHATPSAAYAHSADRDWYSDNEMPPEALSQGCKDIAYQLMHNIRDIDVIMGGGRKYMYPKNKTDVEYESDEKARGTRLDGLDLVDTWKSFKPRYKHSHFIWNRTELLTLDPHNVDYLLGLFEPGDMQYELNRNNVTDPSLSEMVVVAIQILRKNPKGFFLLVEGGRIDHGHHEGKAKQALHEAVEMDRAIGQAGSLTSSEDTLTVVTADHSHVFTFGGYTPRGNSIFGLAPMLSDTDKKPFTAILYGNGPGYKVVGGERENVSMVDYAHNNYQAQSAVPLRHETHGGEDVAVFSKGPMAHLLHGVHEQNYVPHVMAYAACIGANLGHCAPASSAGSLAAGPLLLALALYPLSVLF
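Measured by: Luminescent substrate turnover signal | Test system: Human TNAP | Input: TNAP 1/800 final | Dosing: 20 µM single point | Schedule: 30 min, room temperature | Controls: EDTA wells as negative control, DMSO wells as positive control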
TNAP inh no acc: human TNAP enzyme inhibitors, primary screen, biochemical, luminescent, no phosphate acceptor, uHTS. AID 1012, 2008. inhibition, % at 20 µM. purified TNAP, CDP-star luminescence, 30 min. 0.26% of 200,000 active;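 active means tissue-nonspecific alkaline phosphatase inhibition above about 50% at 20 µM in the single-dose screen, limit read from the data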;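 further: 0% = DMSO negative control and 100% = EDTA positive control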
TNAP inh hi DEA: human TNAP enzyme inhibitors, primary screen, biochemical, luminescent, high phosphate acceptor level, uHTS; purified TNAP, CDP-star luminescence, 1 M DEA; AID 1135, 2008; 0.03% of 200,000 active; inhibition, % at 20 µM; Alkaline phosphatase, tissue-nonspecific isozyme (Homo sapiens), P05186;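 active means over 50% inhibition of tissue-nonspecific alkaline phosphatase at 20 µM in the single-dose screen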;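 further: plate controls were DMSO wells for no effect and EDTA-quenched wells as full inhibition for full effect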
L major viab: Leishmania major promastigote growth inhibition, primary screen. 9% of 200,000 active. inhibition, % at 10 µM. Leishmania major promastigotes, resazurin fluorescence viability; in the data active means inhibition above about 50%;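 further: promastigotes grown with compound for 44 hours at 28 °C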
Active calls of the source: *.

The opening 2 records as a preview:
CC(C)C1CCC(C(=O)N[C@H](Cc2ccccc2)C(=O)O)CC1 (stereo not given in full) was read as bIAP act 1.1, bIAP inh -6, FLuc inhib CS -5, FLuc stim CS 1.1, TNAP act hi DEA 1.1, TNAP inh no acc -11 and TNAP inh hi DEA -7.
`CCOC(=O)n1c(=O)n(Cc2cccc(C)c2)c2ccccc21` gave bIAP act 1.1, APP transl inh 9, bIAP inh -12, FLuc inhib CS -2, RAM inhibit -0.2, FLuc stim CS 1, TNAP act hi DEA 1, TNAP inh no acc -10, TNAP inh hi DEA 1 and L major viab 11.

Main list, from the start:
CC(C)C1CCC(C(=O)N[C@H](Cc2ccccc2)C(=O)O)CC1 (stereo not given in full) was read as bIAP act 1.1, bIAP inh -6, FLuc inhib CS -5, FLuc stim CS 1.1, TNAP act hi DEA 1.1, TNAP inh no acc -11 and TNAP inh hi DEA -7.
`CCOC(=O)n1c(=O)n(Cc2cccc(C)c2)c2ccccc21` gave bIAP act 1.1, APP transl inh 9, bIAP inh -12, FLuc inhib CS -2, RAM inhibit -0.2, FLuc stim CS 1, TNAP act hi DEA 1, TNAP inh no acc -10, TNAP inh hi DEA 1 and L major viab 11.
Screening Cc1nc2ncnn2c(C)c1CCC(=O)NC(C)c1ccc2c(c1)OCCO2 (stereo not given) returned bIAP act 1.1, APP transl inh -2, bIAP inh -9, FLuc inhib CS -7, RAM inhibit 0.9, FLuc stim CS 1.1, TNAP act hi DEA 1, TNAP inh no acc -1, TNAP inh hi DEA -4 and L major viab -4.
`CC(Nc1ccccc1)c1ccncc1` (stereo not given) gave bIAP act 1, APP transl inh 0, bIAP inh 4, FLuc inhib CS -6, RAM inhibit -1.1, FLuc stim CS 1.1, TNAP act hi DEA 1, TNAP inh no acc -5, TNAP inh hi DEA -1 and L major viab -6.
Screening CN(C[C@H](Cc1ccccc1)N(C[C@@H](CC1CCCCC1)N(CCc1ccccc1)N=O)N=O)N=O returned bIAP act 1.2, APP transl inh -4, bIAP inh -18, FLuc inhib CS 1, RAM inhibit 7.1, FLuc stim CS 1, TNAP act hi DEA 1.1, TNAP inh no acc -57, TNAP inh hi DEA -6 and L major viab 10.
CCOC(=O)c1cnc2c(-c3ccc(Cl)cc3)c(C)nn2c1N was read as bIAP act 0.9, APP transl inh -2, bIAP inh 7, FLuc inhib CS -8, RAM inhibit 2.2, FLuc stim CS 1.1, TNAP act hi DEA 1, TNAP inh no acc -13, TNAP inh hi DEA -2 and L major viab -4.
Screening CCOC(=O)C1=C(CN2CCC(C)CC2)NC(=O)NC1c1ccc(Cl)cc1 (stereo not given) returned bIAP act 0.9, APP transl inh 6, bIAP inh 7, FLuc inhib CS -9, RAM inhibit 0.8, FLuc stim CS 1.1, TNAP act hi DEA 1, TNAP inh no acc -7, TNAP inh hi DEA -5 and L major viab 28.
Screening C=C(C)COc1ccc(-c2[nH]ncc2-c2ccc(Br)cc2)c(O)c1 returned bIAP act 1, APP transl inh 79*, bIAP inh -4, FLuc inhib CS -3, RAM inhibit 6.6, FLuc stim CS 1, TNAP act hi DEA 1, TNAP inh no acc 5, TNAP inh hi DEA 3 and L major viab 1.
`Cc1ccc(NC(=S)N2CCN(S(=O)(=O)c3c(F)cccc3F)CC2)cc1C` gave bIAP act 1, APP transl inh -18, bIAP inh -5, FLuc inhib CS -3, RAM inhibit 3.0, FLuc stim CS 1, TNAP act hi DEA 1, TNAP inh no acc -3, TNAP inh hi DEA 2 and L major viab 34.
`C1=C(c2ccccc2)CCN(c2ncnc3nc[nH]c23)C1` gave bIAP act 1.5, APP transl inh -10, bIAP inh -50, FLuc inhib CS 6, RAM inhibit 2.4, FLuc stim CS 0.9, TNAP act hi DEA 1, TNAP inh no acc -70, TNAP inh hi DEA 2 and L major viab 0.
`CCN(CC)CCC(=O)c1ccc(F)cc1` gave bIAP act 1, APP transl inh 30, bIAP inh 1, FLuc inhib CS -2, RAM inhibit 0.6, FLuc stim CS 1, TNAP act hi DEA 1, TNAP inh no acc -2, TNAP inh hi DEA 1 and L major viab 80*.
CC(C)C[C@@H](CN(C)N=O)N(C[C@H](Cc1ccccc1)N(CCc1ccccc1)N=O)N=O was read as bIAP act 1, APP transl inh -11, bIAP inh -3, FLuc inhib CS -9, RAM inhibit 20*, FLuc stim CS 1.1, TNAP act hi DEA 1.1, TNAP inh no acc -10, TNAP inh hi DEA -8 and L major viab 30.
Screening CNC(=O)CC(C(=O)O)c1ccc(OC(C)C)cc1 (stereo not given) returned bIAP act 1, APP transl inh -13, bIAP inh 1, FLuc inhib CS -2, RAM inhibit 1.6, FLuc stim CS 1, TNAP act hi DEA 1.1, TNAP inh no acc -7, TNAP inh hi DEA -6 and L major viab -4.
For O=C(CN1C(=O)C2C3C=CC(C3)C2C1=O)NC1CCCc2ccccc21 (stereo not given) the results were bIAP act 0.9, APP transl inh -18, bIAP inh 6, FLuc inhib CS -3, RAM inhibit 2.6, FLuc stim CS 1, TNAP act hi DEA 1.1, TNAP inh no acc -13, TNAP inh hi DEA -5 and L major viab 4.
Screening COc1ccc(Cl)cc1NC(=O)NCCN1CCCCC1 returned bIAP act 0.9, APP transl inh -14, bIAP inh 6, FLuc inhib CS -5, RAM inhibit 0.2, FLuc stim CS 1, TNAP act hi DEA 1.1, TNAP inh no acc -22, TNAP inh hi DEA -9 and L major viab -1.
For CCOC(=O)CNC(=O)C1(c2ccccc2)CCCC1 the results were bIAP act 1, APP transl inh 20, bIAP inh 0, FLuc inhib CS -6, RAM inhibit 1.4, FLuc stim CS 1.1, TNAP act hi DEA 1, TNAP inh no acc -6, TNAP inh hi DEA -2 and L major viab -4.
Screening O=C(c1ccc(F)cc1)N1CCN(c2ccc([N+](=O)[O-])c(N3CCOCC3)c2)CC1 returned bIAP act 0.9, APP transl inh -4, bIAP inh 10, FLuc inhib CS -8, RAM inhibit -1.1, FLuc stim CS 1.1, TNAP act hi DEA 0.9, TNAP inh no acc 12, TNAP inh hi DEA 14 and L major viab 57*.
Screening COc1ccc(NC(=O)COC(=O)c2c3c(nc4ccccc24)CCCC3)cc1Cl returned bIAP act 0.9, APP transl inh 3, bIAP inh 12, FLuc inhib CS -4, RAM inhibit 1.2, FLuc stim CS 1, TNAP act hi DEA 1, TNAP inh no acc 5, TNAP inh hi DEA -1 and L major viab 23.
`O=C(Cn1sc2ccccc2c1=O)NC12CC3CC(CC(C3)C1)C2` gave bIAP act 0.9, bIAP inh 13, FLuc inhib CS 18, RAM inhibit 5.5, FLuc stim CS 0.8, TNAP act hi DEA 1.1, TNAP inh no acc -7, TNAP inh hi DEA -6 and L major viab 100*.
For Cc1nc2c(C(F)(F)F)cccc2c2c1CCS2 the results were bIAP act 1, APP transl inh 10, bIAP inh 0, FLuc inhib CS -6, RAM inhibit 0.7, FLuc stim CS 1.1, TNAP act hi DEA 1.1, TNAP inh no acc -7, TNAP inh hi DEA -5 and L major viab -8.
CC(=O)C1=C(O)C(=O)N(c2cc(C(C)(C)C)on2)C1c1ccc(C(C)C)cc1 (stereo not given) was read as bIAP act 0.6, APP transl inh -9, bIAP inh 36, FLuc inhib CS -5, RAM inhibit 2.7, FLuc stim CS 1.1, TNAP act hi DEA 1, TNAP inh no acc -7, TNAP inh hi DEA -3 and L major viab -9.
For N#Cc1cc2cc3c(cc2nc1N1CCOCC1)OCO3 the results were bIAP act 1, APP transl inh 2, bIAP inh 3, FLuc inhib CS 9, RAM inhibit 2.1, FLuc stim CS 0.9, TNAP act hi DEA 1, TNAP inh no acc -18, TNAP inh hi DEA -4 and L major viab -3.
`Cc1ccc(NC(=O)CSc2ncn[nH]2)cc1` gave bIAP act 1, APP transl inh -4, bIAP inh -4, FLuc inhib CS -2, RAM inhibit 1.6, FLuc stim CS 1, TNAP act hi DEA 1, TNAP inh no acc 1, TNAP inh hi DEA -2 and L major viab 15.
COc1cc(S(=O)(=O)N(Cc2cccnc2)Cc2ccco2)ccc1-n1cnnn1 was read as bIAP act 1, APP transl inh 2, bIAP inh 4, FLuc inhib CS -6, RAM inhibit 0.9, FLuc stim CS 1.1, TNAP act hi DEA 1.1, TNAP inh no acc -10, TNAP inh hi DEA -6 and L major viab -2.
For Cc1nc(-c2coc3cc(OCC(=O)O)ccc3c2=O)cs1 the results were bIAP act 1, APP transl inh 0, bIAP inh 3, FLuc inhib CS 78*, RAM inhibit 7.0, FLuc stim CS 0.2, TNAP act hi DEA 1.1, TNAP inh no acc 0, TNAP inh hi DEA -7 and L major viab 1.
Screening COc1ccc(N(CC(=O)NC2CCCC2)C(=O)CS(=O)CC(=O)Nc2ccc3c(c2)OCO3)cc1 (stereo not given) returned bIAP act 1, APP transl inh -10, bIAP inh 1, FLuc inhib CS -7, RAM inhibit 0.4, FLuc stim CS 1.1, TNAP act hi DEA 1.1, TNAP inh no acc -14, TNAP inh hi DEA -6 and L major viab -10.
For O=C(CC1C(=O)NCCN1Cc1ccccc1C(F)(F)F)NCCc1ccccn1 (stereo not given) the results were bIAP act 1, APP transl inh 14, bIAP inh -4, FLuc inhib CS -6, RAM inhibit 1.2, FLuc stim CS 1.1, TNAP act hi DEA 1, TNAP inh no acc -4, TNAP inh hi DEA 1 and L major viab -5.
For NCCCC[C@H]1NC(=O)[C@H](CCC(=O)O)NC(=O)c2cc([N+](=O)[O-])cc(I)c2OCC[C@@H](C(N)=O)NC1=O the results were bIAP act 0.9, APP transl inh -6, bIAP inh 10, FLuc inhib CS -2, RAM inhibit 1.9, FLuc stim CS 1, TNAP act hi DEA 1, TNAP inh no acc -9, TNAP inh hi DEA -3 and L major viab -6.
`O=C(NC(Cc1c[nH]c2ccccc12)c1nnc2n1CCCCC2)c1cccs1` (stereo not given) gave bIAP act 1, APP transl inh -12, bIAP inh 1, FLuc inhib CS -4, RAM inhibit 4.9, FLuc stim CS 1, TNAP act hi DEA 1, TNAP inh no acc -13, TNAP inh hi DEA -4 and L major viab -2.

2 records picked at random from those above:
Screening COc1ccc(Cl)cc1NC(=O)NCCN1CCCCC1 returned bIAP act 0.9, APP transl inh -14, bIAP inh 6, FLuc inhib CS -5, RAM inhibit 0.2, FLuc stim CS 1, TNAP act hi DEA 1.1, TNAP inh no acc -22, TNAP inh hi DEA -9 and L major viab -1.
`CCOC(=O)n1c(=O)n(Cc2cccc(C)c2)c2ccccc21` gave bIAP act 1.1, APP transl inh 9, bIAP inh -12, FLuc inhib CS -2, RAM inhibit -0.2, FLuc stim CS 1, TNAP act hi DEA 1, TNAP inh no acc -10, TNAP inh hi DEA 1 and L major viab 11.
